# NCI-60 one-dose screen, 48 h, at 10 µM unless noted. Numbers give growth in % (100 = growth as untreated, 0 = no growth, -100 = all killed).
# SK-MEL-5 = SK-MEL-5 melanoma; hit rate 6.4% among 80,000
# SK-MEL-28 = SK-MEL-28 melanoma. hit rate 4.1% among 81,000. AID 1794761
# SK-MEL-2 = SK-MEL-2 melanoma; hit rate 4.7% among 77,000
# UACC-257 = UACC-257 melanoma. hit rate 4.4% among 78,000. AID 1794764
# UACC-62 = UACC-62 melanoma; hit rate 5.4% among 81,000
# MDA-MB-435 = MDA-MB-435 melanoma. AID 1794794. hit rate 7.8% among 82,000
# M14 = M14 melanoma. hit rate 6.2% among 80,000. AID 1794745
# MALME-3M = MALME-3M melanoma; hit rate 5.8% among 78,000
# Starred values were filed as active, the others as inactive; nt = no result given; & = joins results of further samples; ! = a repeat was not active; [ ] = another dose, or the depositor's remark. How the source made its calls: active means growth percent below 10; inactive means the rest.
SMILES,SK-MEL-5,SK-MEL-28,SK-MEL-2,UACC-257,UACC-62,MDA-MB-435,M14,MALME-3M
C[C@]12CC[C@H]3[C@@H](C[C@@H]4SC(Nc5ccccc5)=N[C@@]45CC(O)CC[C@]35C)[C@@H]1CCC2O (stereo partly drawn),35,27,52,69,40,3.5*,53,71
CCOP(=S)(NN=C1CCCCC1)OCC,100,109,102,96,120,99,101,96
CCCOC(C(=O)OCCN(CC)CC)(c1ccccc1)c1ccccc1,96,102,100,nt,99,99,103,97
O=C(NCCS(=O)OO)c1ccccc1 (stereo not drawn),103,98,105,93,107,101,97,95
Oc1ccc(C(Cc2ccccc2)N2CCCCC2)cc1 (stereo not drawn),107,97,85,nt,113,104,91,110
NC(=O)c1[nH]cnc1NN=NCCF,104,104,41,101,81,100,50,101
CCOP(=O)(NCc1ccco1)OCC,103,110,107,102,92,110,103,118
O=C(Nc1cccc(Cl)c1)OCC#CCN1CCCC1,103,115,116,104,103,97,111,110
CC12COC(=O)CC1CCC1C2CCC2(C)C1CCC2(C)O (stereo not drawn),108,121,781,107,95,119,101,nt
CN(Cc1cccnc1)N=O,103,108,89,96,98,103,97,97
O=C(CC1(O)C(=O)Nc2ccc(F)cc21)c1ccc(C(=O)NCC2CCC3(CC2)OOC2(CCCCC2)OO3)cc1 (stereo not drawn),nt,78,nt,70,73,64,84,-36*
CC(C)NC(C)Cc1ccc(O)c(O)c1 (stereo not drawn),103,112,102,100,100,113,110,94
CC(C)(c1cc(Cl)c(O)c(Cl)c1)c1cc(Cl)c(O)c(Cl)c1,103,107,112,100,106,119,102,106
C#COc1cccc(Nc2ncnc3cc(NC(=O)CF)ccc23)c1,36[6.25 µM],60[6.25 µM],22[6.25 µM],40[6.25 µM],26[6.25 µM],-34*[6.25 µM],19[6.25 µM],61[6.25 µM]
O=C1OC(Cl)c2ccccc21 (stereo not drawn),97,106,108,103,104,105,95,96
[N-]=[N+]=NC[C@H]1O[C@](O)(CO)[C@@H](O)[C@@H]1O,101,117,100,106,102,101,94,96
COc1ccc2c(c1O)[C@]13CCN(C)[C@H](C2)[C@@H]1CCC(=O)C3,104,111,127,118,98,104,111,121
Nc1ccc(OCCCCNC(=O)c2ccc(S(=O)(=O)F)cc2)c(Cl)c1,97,93,87,84,90,87,99,91
CC(=O)[C@H]1CC[C@H]2[C@@H]3CC[C@@H]4C[C@H](O)CC[C@]4(C)[C@H]3CC[C@]12C,85,107,nt,99,88,92,105,89
CCCCOP(=O)(CC(C)C#N)OCCCC (stereo not drawn),nt,100,115,106,120,112,99,126

# Record cards, from the list above. Order of screens: SK-MEL-5, SK-MEL-28, SK-MEL-2, UACC-257, UACC-62, MDA-MB-435, M14, MALME-3M
# `CC12COC(=O)CC1CCC1C2CCC2(C)C1CCC2(C)O` (stereo not drawn) in the list: 108, 121, 781, 107, 95, 119, 101, nt
# `Oc1ccc(C(Cc2ccccc2)N2CCCCC2)cc1` (stereo not drawn) in the list: 107, 97, 85, nt, 113, 104, 91, 110

# Other entries
SMILES,SK-MEL-5,SK-MEL-28,SK-MEL-2,UACC-257,UACC-62,MDA-MB-435,M14,MALME-3M
CCCCCCC(=O)NC1=C(N2CC2)C(=O)C(NC(=O)CCCCCC)=C(N2CC2)C1=O,52,82,73,34,31,13,21,7.9*
CCCCCC(=O)c1c(O)c(OC)c(OC)[nH]c1=O,18&11,76&96,92&98,50&38,62&57,54&49,50,52&36
Cc1c(CCN)ccc2c1[nH]c1ccccc12,86,97,97,100,87,82,80,86
O=C1NCCCCC1(Br)Br,101,98,105,105,104,96,110,105
CCC(=O)OC1CCC2C3CCC4=C(SC(C)=O)C(=O)CCC4(C)C3CCC12C (stereo not drawn),97,95,124,112,93,94,90,112
CC(C)c1cc(Cl)cc(C(C)C)c1OCCN(C)C,92,90,88,94,84,109,96,108
CC(=O)O[C@H](C[C@H](C(C)C)N(C)C(=O)[C@@H](NC(=O)[C@H]1CCCCN1C)C(C)C)c1nc(C(=O)N[C@@H](Cc2ccccc2)C[C@H](C)C(=O)O)c(CCOCc2ccccc2)s1,-40*,42,2.3*,55,27,-50*,-29*,23
Cc1cc(Cl)nc(N)n1,108&112,122&123,104,111&114,107&114,97&125,115&115,124&125
Oc1ccccc1CNCCc1ccccc1,105,113,106,105,99,103,101,101
NC(=O)c1cc([N+](=O)[O-])c(Cl)c([N+](=O)[O-])c1,107,118,154,105,100,109,79,71
O=C(Nc1ccc([As]=[As]c2ccc(NC(=O)c3ccccc3)cc2)cc1)c1ccccc1 (stereo not drawn),-100*,-94*,-81*,-87*,nt,-77*,-89*,-81*
COCCOCn1c(NN(C)C)c(C(N)=O)c2c(N)ncnc21,103,117,122,103,96,107,108,111
Oc1c(Cl)c(Cl)c(Cl)c(Cl)c1Cl (tested in a mixture with another compound),96,111,144,110,92,107,110,111
COc1cc(/C=C(/C)[N+](=O)[O-])ccc1O,65&82,-9.2*!,72&20,-56*!,-54*!,6.2*,40,1.2*!
ClC1=C(Cl)[C@@]2(Cl)[C@H]3[C@H]4C[C@H]([C@@H]5O[C@H]45)[C@H]3[C@@]1(Cl)C2(Cl)Cl,98,105,nt,85,72,92,85,96
[N-]=[N+]=Nc1ccc(C(=O)O)cc1,114,113,105,110,104,105,96,103
CCCCCCCOC(N)=O,107,102,120,100,104,106,95,101
Fc1ccc(N2COOC3(CCCCC3)OOC2)cc1,100,111,108,105,105,105,99,100
COc1cc([C@@H]2c3cc(O)c(OC)cc3C[C@H]3C(=O)OC[C@@H]23)ccc1O,110,119,91,84,nt,108,nt,99
CC(C)C1NCCc2cc(O)c(O)cc21 (stereo not drawn),99,114,93,84,99,106,101,106

# Rewritten with tabs: six of the compounds above
compound	SK-MEL-5	SK-MEL-28	SK-MEL-2	UACC-257	UACC-62	MDA-MB-435	M14	MALME-3M
CCCCCCC(=O)NC1=C(N2CC2)C(=O)C(NC(=O)CCCCCC)=C(N2CC2)C1=O	52	82	73	34	31	13	21	7.9*
CCCCCC(=O)c1c(O)c(OC)c(OC)[nH]c1=O	18&11	76&96	92&98	50&38	62&57	54&49	50	52&36
Cc1c(CCN)ccc2c1[nH]c1ccccc12	86	97	97	100	87	82	80	86
O=C1NCCCCC1(Br)Br	101	98	105	105	104	96	110	105
CCC(=O)OC1CCC2C3CCC4=C(SC(C)=O)C(=O)CCC4(C)C3CCC12C (stereo not drawn)	97	95	124	112	93	94	90	112
CC(C)c1cc(Cl)cc(C(C)C)c1OCCN(C)C	92	90	88	94	84	109	96	108

# More results.
SMILES,SK-MEL-5,SK-MEL-28,SK-MEL-2,UACC-257,UACC-62,MDA-MB-435,M14,MALME-3M
CN[C@]1(c2ccccc2Cl)CCCC[C@H]1NCCCN1CCN(C)CC1,98,112,103,102,104,103,99,104
CC(=O)N1N=C(c2ccc(Br)cc2)CC1c1sc(N(CCCl)CCCl)nc1Cl (stereo not drawn),86,106,89,91,65,107,94,108
C1CCC([PH+](C2CCCCC2)C2CCCCC2[PH+](C2CCCCC2)C2CCCCC2)CC1.O=C(C1[CH-]CCCC1)C1CCCC[N-]1.[Au] (stereo not drawn),-99*,-69*,-53*,-46*,-86*,-44*,-52*,-66*
Nc1ccc(N=Nc2ccccc2)cc1,93,106,128,98,96,86,99,105
CCOP(=O)(CC=O)OCC,104[100 µM],124[100 µM],118[100 µM],94[100 µM],103[100 µM],105[100 µM],108[100 µM],109[100 µM]
C[C@]12CC[C@H]3[C@@H](C[C@@H]4SC(N)=N[C@@]45CC(=O)CC[C@]35C)[C@@H]1CCC2=O,96,102,102,107,89,97,89,89
O=c1cc(CCl)occ1O,109,104,102,102,106,102,99,106
CC(=O)O[C@@H]1CC[C@]2(C)[C@H]3CC[C@]4(C)C(=O)CC[C@H]4[C@@H]3C[C@@H]3SC(c4cccc(C)c4)=N[C@@]32C1,101,107,105,96,95,109,111,114
CC(C)c1ccc(C(=O)CN2CCOCC2)c(C(C)C)c1,104,105,114,109,98,102,98,103
O=CNC(O)C(Cl)(Cl)Cl (stereo not drawn),111,105,114,97,100,101,107,107
CCOP(=O)(Cc1ccccc1)OCC,108,111,118,86,95,101,110,110
C/C(=C\c1cc(C(F)(F)F)n(-c2ccc(N)cc2)n1)[C@@H]1C[C@@H]2O[C@]2(C)CCC[C@H](C)[C@H](O)[C@@H](C)C(=O)C(C)(C)[C@@H](O)CC(=O)O1,nt,39,nt,27,27,-23*,-14*,58
CCOC(=O)C1C(C=C(C)C)C1(C)C (stereo not drawn),109,nt,121,106,100,102,106,140
N#C[C@@H](O[C@@H]1O[C@H](CO)[C@@H](O)[C@H](O)[C@H]1O)c1ccccc1,108,115,104,97,105,109,101,96
CC(Cl)CN(Cc1cc(O)c(CN(CC(C)Cl)CC(C)Cl)cc1O)CC(C)Cl (stereo not drawn),92,114,107,87,72,98,93,85
CC(C)NCc1ccc2c(c1)OCO2,nt,116,96,96,100,109,102,99
CC(C)CNC(=O)CCl,102,115,108,99,101,114,109,113
O=C(/C=C/c1ccc(Cl)cc1)c1nc2ccccc2n1Cc1ccc(F)cc1,69,39,68,51,23,12,16,50
C1=C2CN3CCC45c6ccccc6N6CCC(OC1)C(C2CC34)C65 (stereo not drawn),97,110,100,101,103,96,95,101
CCSP(=S)(SCC)SCC,87,107,113,nt,106,94,98,108

# Copied from the list:
# CC(=O)N1N=C(c2ccc(Br)cc2)CC1c1sc(N(CCCl)CCCl)nc1Cl (stereo not drawn) – MALME-3M = 108
# CC(=O)O[C@@H]1CC[C@]2(C)[C@H]3CC[C@]4(C)C(=O)CC[C@H]4[C@@H]3C[C@@H]3SC(c4cccc(C)c4)=N[C@@]32C1 – SK-MEL-2 = 105
# CCOP(=O)(Cc1ccccc1)OCC – UACC-257 = 86
# CCOP(=O)(CC=O)OCC – MDA-MB-435 = 105[100 µM]
# O=c1cc(CCl)occ1O – M14 = 99
# CCSP(=S)(SCC)SCC – MALME-3M = 108

# Additional results
SMILES,SK-MEL-5,SK-MEL-28,SK-MEL-2,UACC-257,UACC-62,MDA-MB-435,M14,MALME-3M
Cc1cccc(N(C)c2cccc3c2C(=O)[Se]C3)c1C,66,76,63,51,65,78,27,64
CC[C@]12C=CCN3CC[C@@]4(c5ccc(OC)cc5N(C)[C@H]4[C@@](O)(C(=O)OC)[C@@H]1OC(=O)CCC[P+](c1ccc(F)cc1)(c1ccc(F)cc1)c1ccc(F)cc1)[C@@H]32,-38*,-24*,-47*,-34*,-60*,6.7*,21,-33*
NNC(=O)NNC(N)=O,100,109,112,103,101,114,111,102
C=C[C@H]1CN2CC[C@H]1C[C@@H]2[C@@H](OC(=O)OCC)c1ccnc2ccc(OC)cc12,100,126,118,102,102,97,115,109
CC1(C)C(=O)C2(I)CCC1C2 (stereo not drawn),100,104,119,93,108,96,109,90
CC(=O)c1ccc(C(=O)NCC2CCC3(CC2)OOC2(CCCCC2)OO3)cc1,nt,95,77,85,81,88,90,74
C=CCNC(=S)Nc1ccc(OC(=O)Nc2ccc(Cl)c(Cl)c2)cc1,106,128,105,107,86,106,101,100
O=P(O)(O)CCl,98,108,94,96,96,106,100,109
CC(=O)O[C@H]1C[C@@H]2OC3C=C(C)CCC3(C)[C@@]1(C)[C@@]21CO1 (stereo partly drawn),-67*,-30*,-54*,-34*,-10*,-28*,-65*,-36*
C=CCOC(=O)C1C(C(=O)O)C2(Cl)C(Cl)=C(Cl)C1(Cl)C2(Cl)Cl (stereo not drawn),nt,120,113,97,104,105,114,110
C=CCOC(=O)C(Br)CC (stereo not drawn),99,110,106,104,99,109,109,100
CCCCCNCC(O)c1ccc(Cl)c(Cl)c1 (stereo not drawn),98,115,103,94,96,106,99,106
CCCCCCCC/C=C\CCCCCCCC(=O)Nc1ccccc1,nt,105,112,105,107,109,113,100
CC(=O)O[C@H]1CC[C@H]2[C@@H]3CC=C4c5nc(-c6ccccc6)sc5CC[C@]4(C)[C@H]3CC[C@]12C,60,90,82,65,51,59,62,94
CC(=O)O[C@@H]1C[C@H]2C(C)(C)C(=O)C=C[C@]2(C)[C@H]2CC[C@]3(C)C(=CC(=O)O[C@H]3c3ccoc3)[C@@]21C,58,115,87,72,71,80,nt,86
CCCNP(=S)(NCCC)NCCC,105,98,104,nt,96,102,105,84
COC(=O)C1=C(O)c2[nH]c3ccccc3c2C2(C)CCCC1C2 (stereo not drawn),102,94,89,101,73,28,85,99
O=[N+]([O-])/C=C/c1ccc(Cl)cc1[N+](=O)[O-],81,85,102,89,74,77,55,96
CS(=O)c1ccc([N+](=O)[O-])cc1[N+](=O)[O-] (stereo not drawn),102,107,105,98,99,104,97,94
COc1ccc2c(c1)c(C(=O)O)c(Cl)n2Cc1ccc(Cl)cc1,98,nt,100,102,87,96,93,100

# This is a subset. The share of hits here may be higher or lower than overall.
